Bioassay records from PubChem.
CAL PDZ FP-1 – human CAL PDZ-peptide interaction inhibition. Q9HD26. purified CAL PDZ, TMR-peptide fluorescence polarization, 1 h. inhibition, % at 20 µM. 330,000 compounds, 0.02% hits. AID 504414;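 active = highest replicate inhibition of at least 40%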;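 note: plate controls were DMSO neutral control wells for no effect and unlabeled competitor peptide control wells for full effect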
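material = purified tagged CAL PDZ domain construct (CerCALP) | buffer or medium = sodium phosphate/NaCl buffer pH 7.4 with TCEP, IgG, Thesit | reagent = TMR-labelled reporter peptide T*-PRC34 bound in PDZ groove | incubation = 1 h room-temperature incubation prior to read | measured by = fluorescence polarization (mP) | evaluation = percent inhibition from loss of millipolarization | control set = unlabelled peptide and DMSO controls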
MITF TRPM1 HTS – MITF TRPM1 promoter activation in melanoma cells | activation, % at 12.5 µM | SK-MEL-5 TRPM1-promoter luciferase, 24 h; % of positive control, neutral wells = 0 | AID 588334 | 300,000 compounds, 0.75% hits;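 active = mean activation of at least 80% with every replicate also reaching 80%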;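 note: 0% = neutral control wells and 100% = parthenolide positive control wells; values of inactives mirror those of a sister screen read the other way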
phage Ecoli inh – E. coli growth loss with phage present; inhibition, % at 11.9 µM; 360,000 compounds, 0.26% hits; growth absorbance; AID 651602; in the data active = inhibition above about 11%
Tat transport – inhibitors of E. coli Tat protein transport | E. coli MC4100 TorA-mCherry Tat export, fluorescence | inhibition, % at 10 µM | 340,000 compounds, 0.036% hits | AID 488895;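 active = mean replicate inhibition at least 50% and at least half of replicates individually reaching 50%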;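 note: exported cargo escapes ClpAP degradation while cytoplasmic cargo is degraded and loses fluorescence; 0% = median of neutral control wells and 100% = median of NaSCN control wells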
CAL PDZ FP-2 – inhibitors of human CAL PDZ peptide binding | Q9HD26 | purified CAL PDZ, TMR-peptide fluorescence polarization, 1 h | inhibition, % at 24.9 µM | 300,000 compounds, 0.92% hits | AID 602252;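 active = mean inhibition of at least 30% with at least half of replicates also reaching 30%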;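 note: 0% = DMSO neutral control and 100% = excess unlabeled competitor peptide PRC23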
SR-BI DiI inh – inhibitors of mouse SR-BI mediated HDL lipid uptake. Q61009. ldlA[mSR-BI] CHO cells, DiI-HDL uptake fluorescence, 3 h. inhibition, % at 12.5 µM. 320,000 compounds, 0.96% hits. AID 488896;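 active = mean replicate inhibition of at least 70% and a set share of replicates each scoring 70 or more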;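 note: 0% = median of neutral control wells and 100% = median of positive control wells; values of inactives mirror those of a sister screen read the other way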
Target sequence (Q61009 whole entry, looked up): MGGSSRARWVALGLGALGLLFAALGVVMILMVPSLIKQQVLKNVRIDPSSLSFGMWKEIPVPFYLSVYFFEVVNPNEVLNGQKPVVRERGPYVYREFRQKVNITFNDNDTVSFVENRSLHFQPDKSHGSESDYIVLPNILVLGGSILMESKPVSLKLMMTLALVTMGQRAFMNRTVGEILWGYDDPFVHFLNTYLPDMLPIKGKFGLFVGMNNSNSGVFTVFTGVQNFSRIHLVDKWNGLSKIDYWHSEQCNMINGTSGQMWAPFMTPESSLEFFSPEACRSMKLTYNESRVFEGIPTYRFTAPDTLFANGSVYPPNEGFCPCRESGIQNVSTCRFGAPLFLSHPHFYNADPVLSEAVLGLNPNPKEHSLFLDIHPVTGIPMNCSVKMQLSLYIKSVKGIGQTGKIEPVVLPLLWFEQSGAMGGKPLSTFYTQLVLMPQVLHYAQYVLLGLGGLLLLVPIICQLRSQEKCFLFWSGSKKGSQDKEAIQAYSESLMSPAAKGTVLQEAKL
E coli growth – bacterial growth inhibition, counter-screen for AddAB inhibitors | E. coli V3065 growth, OD600 absorbance, 18 h | AID 449728 | inhibition, % at 11.9 µM | 330,000 compounds, 0.27% hits;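 active = inhibition above the campaign's mean inhibition across all tested compounds plus 3 SD, cut at about 9.9% in these data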;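 note: uninfected addAB+ strain grown without phage in ampicillin broth; 0% = DMSO wells and 100% = ciprofloxacin 0.95 µg/ml wells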
SR-BI uptake up – enhances SR-BI lipid uptake from DiI-HDL; CHO ldlA[mSR-BI] cells, DiI-HDL uptake fluorescence, 3 h; 100 = double the neutral-control signal; activation, % at 12.5 µM; 320,000 compounds, 0.096% hits; AID 504775;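 active = mean replicate activation of at least 60% and every replicate at or above 60%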;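 note: 0% = median plate neutral-control signal and 100% = twice that signal; values of inactives mirror those of a sister screen read the other way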
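System: CHO ldlA[mSR-BI] cells / Medium: HEPES-buffered (25 mM, pH 7.4) F12 plus 0.5% BSA / Probe or stimulus: labelled HDL, 10 µg/mL / Doses: single compound concentration, delivered by pin transfer / Schedule: 3 h, 37 °C / Measured by: DiI fluorescence, bottom read / Measure: cell-associated DiI fluorescence as measure of HDL uptake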
AddAB inh – less growth of phage-infected E. coli with AddAB; E. coli expressing H. pylori AddAB, absorbance growth; inhibition, % at 11.9 µM; 330,000 compounds, 0.29% hits; AID 435030; in the data active = inhibition above about 12%;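 note: 0% = vehicle wells of infected cells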
Wnt act – Wnt/beta-catenin pathway activation; Wnt/beta-catenin reporter cell assay, activator, plate reader; activation, % at 9.35 µM; 300,000 compounds, 1.2% hits; AID 743398; in the data active = activation above about 30%, passing the limit was not always enough;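 note: 0% = neutral control wells and 100% = positive control wells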
An asterisk follows results filed as active; . = not tested or not shown.

Values in the order – CAL PDZ FP-1	MITF TRPM1 HTS	phage Ecoli inh	Tat transport	CAL PDZ FP-2	SR-BI DiI inh	E coli growth	SR-BI uptake up	AddAB inh	Wnt act
> CCOCCn1c(CN(C)Cc2ccccc2)nc2c1c(=O)n(C)c(=O)n2C
 : 0.5	-6	3.9	-14	.	-23	100*	23	100*	-3
> COc1ccc(/C(C)=N/N2CCOCC2)c(O)c1
 : -0.6	2	0.8	-4	-8	11	-2.5	-11	0.4	1
> Cc1ccc(/C=N/NC(=O)CSc2nnc(-c3ccc(Cl)cc3)n2-c2ccc(Cl)cc2)o1
 : -1.4	7	11	-1	0	32	13*	-32	7.4	-4
> COc1cccc(C=N[C@@H](CO)[C@@H](O)c2ccc([N+](=O)[O-])cc2)c1O
 : -2.0	-10	0.6	-6	-3	-5	-1.7	5	0.2	-3
> O=c1oc(-c2ccccc2)nc2c1C1(CCCCC1)Cc1ccccc1-2
 : -0.5	-6	0.7	7	-1	18	0.8	-18	4.2	-2
> Cc1cccc(NC(=O)CNC(=O)COc2cc(F)ccc2[N+](=O)[O-])c1C
 : -0.5	-4	3.7	-2	2	-12	-2.0	12	1.9	-1
> Clc1ccc(SCc2cc(Cl)nc(-c3ccccc3)n2)cc1
 : 0.8	5	0.5	-5	-4	-3	-1.8	3	1.9	.
> CCOC(=O)N1CCN(c2c(NCCCOC(C)C)c(=O)c2=O)CC1
 : 0.5	-11	3.1	-3	.	-12	-0.5	12	-2.3	1
> CCCCCCn1c(O)c(/C=C2\C=NN=C2c2ccccc2)sc1=S
 : -0.6	9	1.2	7	-4	-15	1.6	15	0.0	2
> O=C(Cn1c(NCCO)nc2ccccc21)c1ccco1
 : -3.1	3	2.0	2	-3	-61	-1.5	61*	-1.2	-1
> S=C(NC1CCCCC1)N1CCOCCOCCN(C(=S)NC2CCCCC2)CCOCCOCC1
 : .	.	1.0	.	.	.	0.3	.	-3.4	-3
> COc1ccc(CCNC(=O)Cn2nnc(C(=O)Nc3cccc(C)c3C)c2N)cc1OC
 : -2.5	-15	-0.8	-8	-3	41	0.3	-41	4.1	2
> CCOC(=O)c1sc(=S)n(-c2cc(F)ccc2F)c1N
 : -2.4	-4	1.6	1	.	1	-1.7	-1	3.5	.
> CCCCN(C)C(=O)c1nc2ccccn2c1CN1CCC[C@H]1CO
 : .	-6	0.2	4	3	8	5.0	-8	2.5	0
> Cc1ccc(-c2cc(C(=O)N3CCN(C(=O)c4ccco4)CC3)[nH]n2)c(C)c1
 : -1.6	1	3.0	0	-3	12	-1.9	-12	2.7	-3
> CCOc1ccc(NC(=O)COC(=O)Cn2nc(C)c([N+](=O)[O-])c2C)cc1OCC
 : -0.3	-4	2.3	-4	-4	12	-0.4	-12	0.5	-2
> CCCN(CC1CC1)C(=S)NC(=O)c1ccc(S(=O)(=O)N2CCOCC2)cc1
 : -1.6	7	-0.1	-1	.	-11	0.1	11	-1.2	0
> Cc1cc(C)c(NC(=O)CNC(=O)[C@@H]2CCCN2C(=O)c2cccs2)c(C)c1
 : -0.1	-1	-1.7	-7	-3	-6	0.7	6	0.3	-4
> COCCn1c(=S)[nH]c2ccccc21
 : -0.6	-13	3.0	11	.	6	-1.4	-6	0.9	-4
> Cc1cc(C(=O)Cn2cnc3ccccc3c2=O)c(C)n1C1CC1
 : -1.4	53	1.8	-9	-1	12	0.1	-12	0.7	20
> N#Cc1nc(-c2ccccc2Cl)oc1NCC1CCCO1 (centres undefined)
 : -6.5	19	2.2	-1	.	6	2.3	-6	-0.6	0
> Cc1ccccc1CN1CCc2c(OCC(=O)N3CCCCC3)cccc2C1=O
 : -1.5	-7	1.1	-4	-1	32	-2.0	-32	2.7	-1
> COc1ccc(/C=C2\SC(N3CCc4ccccc4C3)=NC2=O)cc1
 : -4.9	4	3.9	11	-5	-36	-1.4	36	0.2	-2
> COCCNC(=S)N(CCc1c(C)[nH]c2ccc(C)cc12)Cc1cc(OC)c(OC)c(OC)c1
 : -1.6	.	1.6	-4	.	7	-2.9	-7	-2.8	-2
> Cc1cccc(-[n+]2c(-c3cccc(Br)c3)[nH]c3nc4ccccc4nc32)c1
 : .	.	-0.5	.	.	.	0.7	.	2.1	-11
> Cn1c(C(=O)O)c(CC(=O)Nc2ccc3c(c2)OCCO3)c2ccccc21
 : -3.1	-3	0.5	-1	-2	-4	-0.6	4	1.9	-22
> COc1cc(/C=C2/S/C(=N/S(=O)(=O)Cc3ccccc3)NC2=O)c([N+](=O)[O-])cc1OC
 : 0.0	5	-0.8	1	11	9	2.6	-9	-0.2	-1
> CCCN1C(=O)SC(CC(=O)Nc2ccc(Br)cc2)C1=O (centres undefined)
 : 0.7	0	4.0	-2	-5	.	1.1	.	1.7	.
> COc1ccccc1/C=C/C=N/NC(=O)CCC1C(=O)NN=C1C (centres undefined)
 : -1.7	7	2.0	4	-1	27	1.1	-27	0.2	.
> CC1=C(n2ccnc2)CCC1=O
 : 0.1	-4	1.6	21	-4	-15	-2.2	15	0.8	-1
> CCOC(=O)N1CCC(N2C(=O)c3ccc(C(=O)Nc4ccc(F)cc4F)cc3C2=O)CC1
 : -1.6	.	2.2	0	-8	78*	0.7	-78	-0.6	0
> O=C(CSc1ccccc1)Nc1ccc(N2CCOCC2)cc1
 : 0.8	29	1.5	1	8	-18	1.2	18	0.4	.
> COc1cccc(-c2noc(Cn3nc(C(=O)O)c4ccccc4c3=O)n2)c1
 : -0.9	-26	2.2	0	1	-12	1.6	12	2.2	2
> CCOc1ccc(NC(=O)/C(=C\c2ccc(OC(C)=O)c(OC)c2)NC(C)=O)cc1
 : -1.2	1	1.7	3	-3	-26	-2.2	26	-0.3	-1
> COc1ccc(S(=O)(=O)N2CCCCC2)cc1NC(=O)c1[nH]c(C)c(C(C)=O)c1C
 : -1.0	-29	1.8	0	-1	70	-0.3	.	-1.3	9
> COc1ccc(C(=O)COC(=O)C2CC3CCCC(C2)C3=O)cc1Br (centres undefined)
 : -0.9	7	-0.1	18	-3	-7	1.0	7	-0.3	-2
> COc1ccc(NS(=O)(=O)c2ccc(C)c(NC(=O)CN3C(=O)NC4(CCCC4)C3=O)c2)cc1
 : -0.2	-7	5.0	-4	0	0	-1.9	0	0.9	3
> O=C(c1nnc(-c2ccncc2)o1)c1ccccc1Cl
 : -2.6	-1	-1.9	6	0	-9	-0.3	9	0.8	35*
> CCc1ccccc1OCCCN1CCCC1
 : -2.1	4	5.9	-8	-4	-23	-1.8	23	0.2	2
> O=c1c2[nH]c3ccc(F)cc3c2nc2n1CCS2
 : -0.7	-13	3.9	6	6	-10	1.7	10	4.5	0
> COC1C(C)=C(C)C(=O)N1Cc1ccccc1 (centres undefined)
 : -0.1	.	2.2	-3	-3	-7	-1.4	7	-4.1	6
> O=C(COc1ccc(Cl)cc1Br)Nc1ccncc1
 : -1.7	71	1.9	1	-9	0	-1.5	0	-2.4	11
> O=C(NCc1cccnc1)c1cccc(NC(=O)c2ccco2)c1
 : -3.5	-7	1.8	-7	-2	-6	0.5	6	4.0	4
> COc1ccccc1NC(=O)/C=C1\NC(=O)CS1
 : -3.1	9	3.2	0	-6	0	2.3	0	-0.7	-1
> Cc1ccccc1S(=O)(=O)N1C[C@H]2CON(C)[C@H]2C[C@H]1c1cccc(Br)c1
 : 0.3	8	2.7	-5	-2	10	.	-10	.	-1
> COC(=O)COc1ccc2c(c1)O/C(=C\c1ccco1)C2=O
 : -5.3	-1	1.2	1	-1	-2	-3.2	2	-0.7	1
> Cc1nc(C)c(-c2ccnc(/N=C/NO)n2)s1
 : -1.4	-4	3.2	-7	-3	-33	0.5	33	2.8	0
> COc1cccc(CNCc2ccccc2OC)c1
 : -1.2	.	2.2	12	-1	5	-1.3	-5	-0.3	0
> O=C(O)CCC(=O)Nc1ccc(Br)cn1
 : -0.2	0	2.5	8	-2	-5	-1.8	5	0.2	.
> O=C1c2ccccc2C(=O)N1CNc1ccccc1
 : 1.0	.	2.5	-3	-5	26	-1.6	-26	3.6	-1
> CCN(CC)CCSc1nc(O)c(-c2ccccc2)c(=O)n1-c1ccccc1
 : -1.3	-11	0.8	-2	.	-17	-1.7	17	1.8	-1
> COc1ccc(C(=O)COC(=O)C2CCN(c3ccc(C(F)(F)F)cn3)CC2)c(OC)c1
 : -2.0	26	-0.5	7	-3	17	.	-17	.	3
> O=C(CSCC(=O)N1CCCc2ccccc21)Nc1nc(-c2ccccc2)cs1
 : -1.3	2	1.8	1	.	-19	0.8	19	-0.2	0
> CCc1ccc(-c2nn(Cc3ccccc3)cc2/C=C/C(=O)O)cc1
 : 0.2	4	0.9	-14	-3	-4	1.7	4	4.0	.
> CC(C)(C)c1cc(C(=O)NNc2cc(C(F)(F)F)ccc2Cl)n(Cc2ccccc2)n1
 : -0.8	.	-4.1	-5	-1	18	3.0	-18	7.1	-2
> NS(=O)(=O)c1ccc(CNC(=O)CSc2ccccc2)cc1
 : -1.7	2	5.6	-2	0	-8	-1.8	8	1.7	-1
> COc1ccc(Cc2nc(C(=O)Nc3ccc(Cl)cc3)cs2)cc1
 : -0.8	-10	.	-6	0	-20	0.3	20	-0.6	.
> CCOC(=O)c1sc(C)c2c(=O)n(CC(=O)c3ccc(Br)cc3)nnc12
 : -1.0	-7	-0.4	-6	-3	-26	-2.5	26	0.4	-3
> CC(O)CNCCNCc1cccs1 (centres undefined)
 : 14	9	5.1	5	47*	-9	-3.4	9	-0.1	-2
> O=C(CNC(=O)c1cnccc1C(F)(F)F)c1cccc(Cl)c1
 : 0.7	5	-0.3	-6	-6	12	0.5	-12	2.7	-2

Carrying on:
Values in the order – CAL PDZ FP-1	MITF TRPM1 HTS	phage Ecoli inh	Tat transport	CAL PDZ FP-2	SR-BI DiI inh	E coli growth	SR-BI uptake up	AddAB inh	Wnt act
> CCOc1cc(C(=O)NC(=S)Nc2cccnc2)cc(OCC)c1OCC
 : -3.1	-24	1.9	2	-1	62	-1.3	-62	1.4	1
> CCN(CC(=O)Nc1ccc(NC(C)=O)cc1)C(=O)C1CCC1
 : -0.3	4	2.3	-8	1	-3	0.9	3	0.2	1
> O=c1c2ccccc2nnn1CSc1ccc2ccccc2n1
 : -0.9	15	0.9	-2	2	11	-2.9	-11	2.0	.
> COc1ccc(-c2csc(=NCCO)n2-c2ccccc2)cc1
 : -0.5	21	0.2	-4	62*	-3	.	3	.	9
> CCN(CC)S(=O)(=O)c1cccc(C(=O)N/N=C(\C)c2ccc(O)cc2O)c1
 : -1.5	-69	-0.5	-4	3	34	-0.2	-34	-0.2	-1
> O=C1N(c2cccc(Cl)c2)C(c2ccccc2)N2CCCN12 (centres undefined)
 : -3.1	-17	2.1	-6	-1	12	-2.1	-12	-0.9	.
> CCn1nnnc1SCC(=O)c1ccc(NC(C)=O)cc1
 : .	-1	0.3	2	-1	-18	1.4	18	2.1	.
